Bioassay records: PubChem, several laboratories
CDK5 p35 inh – CDK5/p35 (human) kinase inhibition | Recombinant CDK5/p35, ADP-Glo luminescence, 60 min | inhibition, % at 10 µM | 330,000 tested, 0.01% active;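 active means highest replicate inhibition of at least 50% and at least 75% of replicates reaching 50%; inconclusive means only one of the two criteria met; inactive means both criteria failed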;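 further: plate controls were DMSO neutral control for no effect and GW8510 at 10 µM for full effect; many of its hits are not listed in these tables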
Target sequence (Q00535 whole entry, looked up): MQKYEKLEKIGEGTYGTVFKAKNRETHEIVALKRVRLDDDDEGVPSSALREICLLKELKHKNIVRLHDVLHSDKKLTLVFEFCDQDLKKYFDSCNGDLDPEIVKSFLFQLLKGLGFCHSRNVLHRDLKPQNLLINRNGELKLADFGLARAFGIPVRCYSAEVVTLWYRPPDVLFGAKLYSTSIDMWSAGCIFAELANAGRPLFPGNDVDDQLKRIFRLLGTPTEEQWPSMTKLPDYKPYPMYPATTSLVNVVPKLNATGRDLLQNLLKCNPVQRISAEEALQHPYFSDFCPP
Target sequence (Q15078 whole entry, looked up): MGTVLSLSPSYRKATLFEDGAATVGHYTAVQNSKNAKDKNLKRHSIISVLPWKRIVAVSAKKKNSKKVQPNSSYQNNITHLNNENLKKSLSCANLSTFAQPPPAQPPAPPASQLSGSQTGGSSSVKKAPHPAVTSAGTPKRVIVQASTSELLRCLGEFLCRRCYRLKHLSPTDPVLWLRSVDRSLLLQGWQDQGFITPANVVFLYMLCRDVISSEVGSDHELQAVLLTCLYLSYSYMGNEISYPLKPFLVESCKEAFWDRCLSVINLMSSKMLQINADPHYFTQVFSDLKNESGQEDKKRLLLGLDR
Wnt bcat act – activators of Wnt/beta-catenin signaling. activation, % at 9.35 µM. 300,000 tested, 1.2% active. Wnt/beta-catenin reporter cell assay, activator, plate reader; in the data active means activation above about 30%, passing the limit was not always enough; inconclusive means no clear call, values can overlap the other calls;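 further: 0% = neutral control wells and 100% = positive control wells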
Rtt109 Vps75 – C. albicans Rtt109 histone acetyltransferase inhibition | Q5AAJ8 | purified Rtt109/Vps75, ThioGlo CoA-SH fluorescence, 4 h | inhibition, % at 34.9 µM | 330,000 tested, 0.16% active | AID 540336;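 active means inhibition of at least 50% in every replicate; inconclusive means best replicate reaches 50% inhibition but some replicates fall short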
Tat export inh – inhibitors of E. coli Tat protein transport; E. coli MC4100 TorA-mCherry Tat export, fluorescence; inhibition, % at 10 µM; 340,000 tested, 0.036% active; AID 488895;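 active means mean replicate inhibition at least 50% and at least half of replicates individually reaching 50%; inconclusive means only one of the two criteria met; inactive means neither criterion met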;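 further: exported cargo escapes ClpAP degradation while cytoplasmic cargo is degraded and loses fluorescence; 0% = median of neutral control wells and 100% = median of NaSCN control wells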
CAL PDZ FP-1 – blocks peptide binding to human CAL PDZ domain; Q9HD26; purified CAL PDZ, TMR-peptide fluorescence polarization, 1 h; inhibition, % at 20 µM; 330,000 tested, 0.02% active; AID 504414;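 active means highest replicate inhibition of at least 40%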;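 further: plate controls were DMSO neutral control wells for no effect and unlabeled competitor peptide control wells for full effect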
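Read-out basis: mP drop reported as inhibition | Assay system: Tagged CAL PDZ protein CerCALP, purified | Benchmarks: Unlabelled peptide for full inhibition, DMSO wells as neutral | Schedule: 1 h incubation at room temperature before polarization reading | Buffer or medium: Sodium phosphate/NaCl buffer pH 7.4 with TCEP, IgG, Thesit | Doses: Single point, 20 µM | Measured by: Fluorescence polarization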
MITF act – activators of MITF-driven TRPM1 promoter activity in SK-MEL-5 cells. SK-MEL-5 TRPM1-promoter luciferase, 24 h; % of positive control, neutral wells = 0. activation, % at 12.5 µM. 300,000 tested, 0.75% active. AID 588334;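 active means mean activation of at least 80% with every replicate also reaching 80%; inconclusive means mean reaches 80% but some replicate falls short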;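 further: 0% = neutral control wells and 100% = parthenolide positive control wells; values of inactives mirror those of a sister screen read the other way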
dFosB activator – activators of mouse delta FosB homodimer. purified delta FosB, TAMRA-CDK5 oligo fluorescence polarization; percent of positive-control signal above neutral wells. activation, % at 25 µM. AID 493131. 340,000 tested, 0.99% active;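 active means mean activation above about 17%, with every replicate also reaching it, limit read from the data, passing the limit was not always enough; inconclusive means only one of the two conditions met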;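 further: fluorescence polarization rise as delta FosB binds a TAMRA Cdk5 AP-1 oligo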
Target sequence (P13346 whole entry, looked up): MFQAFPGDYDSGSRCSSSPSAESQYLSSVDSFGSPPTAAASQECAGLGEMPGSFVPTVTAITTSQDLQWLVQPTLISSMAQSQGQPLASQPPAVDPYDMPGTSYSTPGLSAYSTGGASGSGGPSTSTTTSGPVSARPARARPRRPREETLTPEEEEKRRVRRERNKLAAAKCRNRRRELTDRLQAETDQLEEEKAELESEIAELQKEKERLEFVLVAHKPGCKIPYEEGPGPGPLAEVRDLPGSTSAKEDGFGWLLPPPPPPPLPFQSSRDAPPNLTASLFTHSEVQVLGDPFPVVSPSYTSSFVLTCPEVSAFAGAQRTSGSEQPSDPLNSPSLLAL
CAL PDZ FP-2 – CAL PDZ (human) peptide binding inhibition | Q9HD26 | purified CAL PDZ, TMR-peptide fluorescence polarization, 1 h | inhibition, % at 24.9 µM | 300,000 tested, 0.92% active | AID 602252;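 active means mean inhibition of at least 30% with at least half of replicates also reaching 30%; inconclusive means no clear call, values can overlap the other calls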;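 further: 0% = DMSO neutral control and 100% = excess unlabeled competitor peptide PRC23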
RTF Ca sens act – cardiac RTF calcium sensitization. 340,000 tested, 0.24% active. activation, % at 7.2 µM. IANBD-labeled TnC RTF fluorescence at EC20 calcium; 0% EC20 calcium, 100% full calcium. AID 493008;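 active means activation above the mean over all tested compounds plus 3 SD, cut at about 30% in these data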;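 further: rise in fluorescence read as greater calcium sensitivity of cardiac thin filaments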
V-ATPase pHluor – yeast V-ATPase proton transport regulation by pHLuorin. S. cerevisiae, pHLuorin cytosolic pH fluorescence. response, % at 10 µM. 350,000 tested, 0.37% active; in the data active means response mostly above about 7.3%, no sharp cut-off; inactive means mostly below about 5.4%; further: actives read high; inactives centre near 0; some compounds called inactive have numbers as strong as hits
Active calls of the source: *; ? = inconclusive; . = not tested or not shown. The order is random; overall some 4.1% were active at least once.

SMILES	CDK5 p35 inh	Wnt bcat act	Rtt109 Vps75	Tat export inh	CAL PDZ FP-1	MITF act	dFosB activator	CAL PDZ FP-2	RTF Ca sens act	V-ATPase pHluor
CCn1ccnc1CNC(=O)c1ccc2oc(C(C)C)nc2c1	0.3	1	-3	1	0.0	-2	-4	.	-3	1
O=C(OCC(=O)N1CCCC1)c1cncc(Br)c1	1.4	.	7	-6	.	8	0	-5	-10	1
C/C(Cl)=C\Cn1c(NCCc2ccccc2)nc2c1c(=O)n(C)c(=O)n2C	-2.6	-2	10	-3	-2.4	-7	-9	-1	3	3
CCOc1ccccc1/C=N/NC(=O)c1cc(C(C)C)[nH]n1	-0.8	7	6	-4	-0.6	10	-9	8	-6	0
O=C(O)C1CC(=O)N(CCc2c[nH]c3ccccc23)C1 (stereo unspecified)	-0.6	-5	-30	3	-2.2	.	-1	-3	5	0
Cc1ccc(-c2csc3ncnc(Oc4ccc5c(C)cc(=O)oc5c4)c23)cc1	-0.7	0	1	-6	-0.8	-12	-9	-2	-1	-4
COc1ccc(CCNC(=O)CCc2ccc(S(=O)(=O)NC(C)C)cc2)cc1	0.5	-3	-4	-3	-0.3	0	7	-1	5	-3
O=C1OC(NC(=O)c2ccccc2)C(N2CCOCC2)=C1Cl (stereo unspecified)	1.6	.	4	3	-0.9	0	-5	1	1	-3
Cc1ccsc1C(=O)OCC(=O)Nc1nnc(-c2ccccc2)o1	-2.7	0	3	-5	0.2	3	-1	-5	-3	2
CCOC(=O)C1=C(COC(=O)CSc2ccc(C)cc2)NC(=O)NC1C (stereo unspecified)	-1.3	4	1	-1	-0.4	-1	-5	0	4	-3
COC(=O)c1sccc1NC(=S)OC	0.2	1	0	-2	0.0	5	-6	-1	-5	-3
O=C(C1CC(c2ccccc2O)=NO1)N1CCCC1 (stereo unspecified)	2.2	3	-26	3	-1.8	28	-2	-3	-9	3
Cc1cc(NC(=O)Cn2cnc3sc(C)c(-c4ccccc4)c3c2=O)no1	0.9	-3	2	-1	0.1	-2	9	-2	3	0
COc1cc2c(cc1OC)CN(S(C)(=O)=O)CC2	-1.4	-1	-14	0	-0.3	.	1	.	-2	0
C#CCNC(=O)/C=C/c1ccc(OC)cc1	0.2	?	-5	10	-1.6	78	4	-2	-2	-4
CCC(=O)c1ccc(NC(C)=O)cc1O	-0.7	2	2	-3	-0.2	.	-2	-3	-1	0
COc1ccccc1N1CCN(C(=O)CN(c2ccccc2OC)S(=O)(=O)c2ccccc2)CC1	1.0	-4	-7	2	-2.9	.	2	-9	3	-1
O=C(Nc1cccc(-c2nnc(-c3ccccc3)o2)c1)C1CC1	0.5	2	1	-8	-1.8	66	-49	1	1	2
CCN(C(=O)CSc1nc(C)nc2sc(C)c(C)c12)c1ccc(F)cc1	1.1	-3	2	-1	-0.5	-13	-9	-1	-2	2
COC(=O)c1cn(Cc2cccc(C)c2)nn1	-0.1	-3	7	0	-0.4	8	0	-3	0	0
COc1ccc(OCCC(=O)Nc2ccccc2)cc1	0.5	5	-3	2	0.5	11	5	-8	0	-1
COCCN1C(=O)c2[nH]nc(-c3ccccc3O)c2C1c1ccc(OC)cc1 (stereo unspecified)	1.5	0	4	6	-2.8	-7	-10	26	6	4
O=[N+]([O-])c1cc(/C=N\Nc2nc(-c3ccccc3)cs2)ccc1O	1.3	12	8	3	1.6	26	-13	1	3	-1
CCC[N+]1(CC#CC(O)(c2ccccc2)C2CCCCC2)CCCCC1 (stereo unspecified)	-0.3	-3	-1	5	0.3	6	0	4	-4	3
CCOC(=O)c1c(C=O)c(C)n(Cc2ccc(Cl)cc2)c1C	-2.3	-7	8	6	-1.0	.	-7	.	-1	0

An excerpt from above in order of SMILES length, falling.
SMILES	CDK5 p35 inh	Wnt bcat act	Rtt109 Vps75	Tat export inh	CAL PDZ FP-1	MITF act	dFosB activator	CAL PDZ FP-2	RTF Ca sens act	V-ATPase pHluor
Cc1ccc(-c2csc3ncnc(Oc4ccc5c(C)cc(=O)oc5c4)c23)cc1	-0.7	0	1	-6	-0.8	-12	-9	-2	-1	-4
CCOC(=O)C1=C(COC(=O)CSc2ccc(C)cc2)NC(=O)NC1C (stereo unspecified)	-1.3	4	1	-1	-0.4	-1	-5	0	4	-3
CCOC(=O)c1c(C=O)c(C)n(Cc2ccc(Cl)cc2)c1C	-2.3	-7	8	6	-1.0	.	-7	.	-1	0

Returning to the listing; the four compounds before the break are reprinted first.
SMILES	CDK5 p35 inh	Wnt bcat act	Rtt109 Vps75	Tat export inh	CAL PDZ FP-1	MITF act	dFosB activator	CAL PDZ FP-2	RTF Ca sens act	V-ATPase pHluor
COCCN1C(=O)c2[nH]nc(-c3ccccc3O)c2C1c1ccc(OC)cc1 (stereo unspecified)	1.5	0	4	6	-2.8	-7	-10	26	6	4
O=[N+]([O-])c1cc(/C=N\Nc2nc(-c3ccccc3)cs2)ccc1O	1.3	12	8	3	1.6	26	-13	1	3	-1
CCC[N+]1(CC#CC(O)(c2ccccc2)C2CCCCC2)CCCCC1 (stereo unspecified)	-0.3	-3	-1	5	0.3	6	0	4	-4	3
CCOC(=O)c1c(C=O)c(C)n(Cc2ccc(Cl)cc2)c1C	-2.3	-7	8	6	-1.0	.	-7	.	-1	0
Cc1ccc2nc(-c3ccc(NC(=O)CCN4C(=O)c5ccccc5C4=O)cc3)sc2c1	0.4	17	1	6	0.5	23	-3	-5	5	-1
CCN1CCN(C(c2cccnc2)c2c(NC(=O)c3ccco3)sc(C)c2C)CC1 (stereo unspecified)	1.3	2	4	0	0.1	-20	-7	46*	0	3
COc1cc(OC)cc(C(=O)NNC(=O)CCNS(=O)(=O)c2ccc(C)c(C)c2)c1	0.6	-1	5	1	-3.9	-8	-3	5	0	-3
COc1cccc(C(=O)NOCc2ccc(C)cc2)c1OC	0.5	-2	-2	1	-0.7	4	1	0	-1	1
C=CCNCCOc1c(C)cc(C)cc1Cl	2.2	.	5	13	0.7	-17	5	-1	-2	7.7*
O=c1onc(-c2ccccc2Cl)n1-c1ccccc1Cl	-1.1	-2	46	1	0.9	.	0	4	8	3
CC(Sc1ccc(S(=O)(=O)N2CCOCC2)cn1)c1ccccc1Cl (stereo unspecified)	-3.6	-1	5	-3	-0.6	3	-6	.	3	-1
Cc1ccc(NC(=O)C2CCCNC2=O)nc1 (stereo unspecified)	-0.4	.	3	0	-0.5	-1	1	2	-5	-1
CCOc1ccccc1CNCCO	0.7	-7	.	-3	-1.7	.	7	2	-3	-4
CCNC(=O)CSc1nc2ccccc2c(=O)n1CCCOC(C)C	-0.2	1	0	4	.	.	1	1	7	-2
Cc1ccc(NS(=O)(=O)c2ccc(C(C)C)cc2)cc1S(=O)(=O)N1CCOCC1	-5.2	2	4	8	-1.0	6	-18	.	-1	-1
CN1CCSc2ccc(C(=O)Nc3cc(F)ccc3F)cc21	-1.1	43*	-11	3	-2.3	97*	-9	-2	-3	-1
Cc1cc(C)n(S(=O)(=O)c2cc(C)c(C)cc2C)n1	-6.8	0	0	0	.	.	-5	-5	11	1
CCCCSc1nnc(-c2ccccc2)c2ccccc12	1.5	-5	-2	10	-1.2	6	-12	-5	-1	2
Cc1cc(Cl)ccc1NC(=O)CN1C(=O)NC2(CCCc3ccccc32)C1=O (stereo unspecified)	-1.1	-1	2	7	-0.6	-6	-10	.	4	0
CSc1sc(C#N)c2c1/C(=N\O)CCC2	0.7	7	-2	2	-1.5	.	1	-4	1	-5
NCCCC[C@@H](C(=O)N1CCNCC1)n1cc([C@@H](N)CC(N)=O)nn1	1.0	3	-1	-4	-0.3	-3	7	-4	1	9
Cc1c(=O)n(OCc2ccccc2F)c2ccccc2[n+]1[O-]	-1.8	-1	-14	-9	-0.2	-16	-5	0	6	-4
CSc1nc2ccc3nc(NC(=O)C4COc5ccccc5O4)sc3c2s1 (stereo unspecified)	0.6	2	0	3	-0.7	24	70*	6	-8	1
CCC1CN(C(=O)NCc2ccc(C)cc2)c2cc(C)ccc2O1 (stereo unspecified)	2.1	-2	-15	8	-0.3	1	-10	-5	-4	-1
C=CCc1ccc(OCCCCN2CC(C)OC(C)C2)c(OC)c1 (stereo unspecified)	0.9	.	11	4	-0.6	-2	6	58*	-1	-1
O=C1CN(Cc2nc3cc(Cl)ccc3c(=O)[nH]2)CCN1	-0.1	1	5	-6	-2.2	13	0	-1	3	-2
CN(C(=O)CSc1ncccc1C(=O)O)c1ccccc1	-1.7	.	-4	2	.	-4	-2	0	0	0
CCOC(=O)Nc1cccc(C(=O)O)c1	1.9	.	-31	0	-0.4	-3	1	-2	-5	-2
O=C(Nc1ccccc1N1CCOCC1)c1cccnc1Cl	-2.7	0	0	-3	-2.3	0	-4	-2	-1	6
Cc1c(CN2CCN(c3cccc(C(F)(F)F)c3)CC2)c(=O)n(-c2ccccc2)n1C	-0.9	.	-4	2	0.1	-8	-5	-2	-9	5
Cc1ccc(CNC(=O)c2cc(Cl)cc(Cl)c2)n1C	-0.1	1	3	-5	-0.5	-11	-7	-3	2	0
N#Cc1ccccc1COC(=O)CCC(=O)c1cccs1	-1.8	3	-4	-1	0.0	-2	-3	-3	-3	-3
COc1ccc(N2C(=O)C3CCCN3C2c2ccc(C)cc2)cc1 (stereo unspecified)	-5.0	2	-15	-2	-0.7	6	-2	.	13	0
CC(=O)N1CCN2C(=O)C1CCCC(=O)c1cc(C3CCCCC3)ccc12 (stereo unspecified)	0.3	-4	-13	-5	-0.6	-5	-10	-1	-4	0

Ordered by the number under CAL PDZ FP-1 (rising): some entries from above.
canonical_smiles	CAL PDZ FP-1
O=C1CN(Cc2nc3cc(Cl)ccc3c(=O)[nH]2)CCN1	-2.2
Cc1ccc(NC(=O)C2CCCNC2=O)nc1 (stereo unspecified)	-0.5
NCCCC[C@@H](C(=O)N1CCNCC1)n1cc([C@@H](N)CC(N)=O)nn1	-0.3

4 entries from above, with two lines to a compound:
Every second line gives: CDK5 p35 inh, Wnt bcat act, Rtt109 Vps75, Tat export inh, CAL PDZ FP-1, MITF act, dFosB activator, CAL PDZ FP-2, RTF Ca sens act, V-ATPase pHluor
> Cc1ccc2nc(-c3ccc(NC(=O)CCN4C(=O)c5ccccc5C4=O)cc3)sc2c1
→ 0.4, 17, 1, 6, 0.5, 23, -3, -5, 5, -1
> COc1ccc(N2C(=O)C3CCCN3C2c2ccc(C)cc2)cc1 (stereo unspecified)
→ -5.0, 2, -15, -2, -0.7, 6, -2, ., 13, 0
> CCNC(=O)CSc1nc2ccccc2c(=O)n1CCCOC(C)C
→ -0.2, 1, 0, 4, ., ., 1, 1, 7, -2
> O=C(Nc1ccccc1N1CCOCC1)c1cccnc1Cl
→ -2.7, 0, 0, -3, -2.3, 0, -4, -2, -1, 6
